# PriA SSB inh – inhibitors of Klebsiella pneumoniae PriA binding to SSB C-terminal tail, primary screen, biochemical, AlphaScreen | AlphaScreen SSBct-PriA binding, biotinylated peptide | inhibition, % at 33 µM | actives 0.6% (n = 430,000); in the data active = inhibition mostly above about 37%, no sharp cut-off; inactive = mostly below about 20%;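 note: plate controls were negative control peptide for no effect and reference peptide for full effect; strong numbers were not always called active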
# Y pestis TopoI – Yersinia pestis topoisomerase I inhibitors, primary screen, biochemical, cleavage product accumulation, plate reader, single point; AID 504884, 2011; Y. pestis Topo-I cleavage product accumulation; activity, % at 10 µM; DNA topoisomerase I (Yersinia pestis CO92); actives 0.064% (n = 360,000); in the data active = activity above about 50%, passing the limit was not always enough; note: inactives centre near 2
# DUSP3 inh – VHR1 phosphatase inhibitors, primary screen, biochemical, absorbance, uHTS; Dual specificity protein phosphatase 3 (Homo sapiens), P51452; recombinant VHR phosphatase, pNPP absorbance; inhibition, % at 13.3 µM; actives 0.52% (n = 290,000); AID 1654, 2009; in the data active = inhibition above about 50%; note: some compounds called inactive have numbers as strong as hits
# Target sequence (P51452 whole entry, looked up): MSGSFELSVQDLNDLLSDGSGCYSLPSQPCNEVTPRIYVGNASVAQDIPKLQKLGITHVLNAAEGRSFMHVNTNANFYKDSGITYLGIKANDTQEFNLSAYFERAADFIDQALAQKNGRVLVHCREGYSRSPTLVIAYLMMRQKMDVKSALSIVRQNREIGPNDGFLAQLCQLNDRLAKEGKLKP
# CCHFV vOTU inh – CCHFV vOTU protease inhibitors, primary screen, biochemical, Pep-AMC substrate, fluorescence; Crimean-Congo hemorrhagic fever virus L polyprotein viral ovarian tumor (vOTU) protease …; inhibition, % at 11.5 µM; actives 0.55% (n = 370,000); in the data active = inhibition above about 30%; note: 0% = vehicle wells with enzyme and 100% = no enzyme wells
# BoNT-A LC inh2 – BoNT/A light chain protease inhibitors, primary screen, biochemical, flow cytometry, MLPCN library | Botulinum neurotoxin type A light chain protease (Clostridium botulinum A str. ATCC 3502) | multiplex microsphere protease substrate cleavage | inhibition, % at 10 µM | actives 0.17% (n = 360,000) | AID 588499, 2011; note: plate controls were buffer without enzyme for full effect and enzyme alone for no effect
# TcdB GH inh – TcdB glycohydrolase inhibitors, primary screen, biochemical, single point, plate reader; actives 0.24% (n = 350,000); TcdB glycohydrolase enzymatic assay; inhibition, % at 9.99 µM; Toxin B (Clostridioides difficile), P18177; in the data active = inhibition above about 10%
# BH1578 lux ind – inducers of Vibrio cholerae quorum light production without autoinducers, primary screen, BH1578 luxS cqsA deficient, single point. V. cholerae BH1578 lux reporter, luminescence, 6 h. activation, % at 18.7 µM. actives 0.16% (n = 350,000). AID 588436, 2011; in the data active = activation mostly above about 9.7%, no sharp cut-off; note: not every result past the cut was called active; inactives centre near 0; reference of the scale not given here
# PfHsp40 rescue – rescue of yeast from PfHsp40 toxicity, primary screen, S. cerevisiae, ATP luminescence; S. cerevisiae expressing PfHsp40, growth rescue; growth rescue, % at 12.5 µM; actives 0.68% (n = 340,000); in the data active = growth rescue above about 28%, passing the limit was not always enough;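 note: yeast W303a lacking pdr1 and pdr3 grown in galactose medium; growth measured after three days at 30 °C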
# Anthrax LF prot – Bacillus anthracis LF protease inhibitors, primary screen, biochemical, multiplex microsphere, MLPCN library; multiplex microsphere protease cleavage assay; actives 0.12% (n = 360,000); inhibition, % at 10 µM; Lethal factor (Bacillus anthracis), P15917; note: plate controls were buffer without enzyme for full effect and enzyme alone for no effect
# Target sequence (P15917 whole entry, looked up): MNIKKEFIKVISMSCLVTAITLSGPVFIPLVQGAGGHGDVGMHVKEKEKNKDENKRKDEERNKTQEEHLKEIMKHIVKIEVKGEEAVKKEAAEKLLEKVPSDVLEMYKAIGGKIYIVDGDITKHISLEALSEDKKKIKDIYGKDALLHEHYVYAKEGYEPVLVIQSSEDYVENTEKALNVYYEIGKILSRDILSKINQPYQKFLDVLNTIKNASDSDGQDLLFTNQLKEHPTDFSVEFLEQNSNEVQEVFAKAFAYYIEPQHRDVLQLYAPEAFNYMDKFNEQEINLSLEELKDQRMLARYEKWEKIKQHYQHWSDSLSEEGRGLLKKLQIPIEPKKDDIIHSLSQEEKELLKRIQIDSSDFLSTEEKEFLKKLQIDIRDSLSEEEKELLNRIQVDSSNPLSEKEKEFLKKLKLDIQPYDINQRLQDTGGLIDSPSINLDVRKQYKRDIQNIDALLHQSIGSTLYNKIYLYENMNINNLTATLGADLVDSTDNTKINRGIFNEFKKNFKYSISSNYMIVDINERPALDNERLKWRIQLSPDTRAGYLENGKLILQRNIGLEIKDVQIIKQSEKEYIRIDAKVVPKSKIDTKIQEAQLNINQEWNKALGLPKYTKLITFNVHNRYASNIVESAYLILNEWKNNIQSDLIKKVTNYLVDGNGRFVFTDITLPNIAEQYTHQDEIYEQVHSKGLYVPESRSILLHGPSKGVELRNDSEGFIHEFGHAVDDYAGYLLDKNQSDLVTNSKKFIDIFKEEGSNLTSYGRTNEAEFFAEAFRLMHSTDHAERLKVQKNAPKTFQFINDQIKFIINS
# SARS 3CLpro inh – SARS-CoV 3CLpro protease inhibitors, primary screen, biochemical, quenched FRET. inhibition, % at 6 µM. actives 0.14% (n = 290,000). AID 1706, 2009. recombinant SARS-CoV 3CLpro, quenched FRET peptide cleavage; in the data active = inhibition above about 12%
# Active calls of the source: *; i = inactive; / = not tested or not shown; & = joins results of further samples. Cut-off read from the data, not from the text of the source, unless noted: active = inhibition above about 30%; inconclusive = no clear call, values can overlap the other calls; inactive = below that. An excerpt. The share of hits here may be higher or lower than overall.
item	canonical_smiles	PriA SSB inh	Y pestis TopoI	DUSP3 inh	CCHFV vOTU inh	BoNT-A LC inh2
1	N#CC(c1ccccc1)C(CC(=O)c1ccccc1)c1ccccc1 (stereo not given)	/	18.5	/	-13.1	-0.3
2	CC(C)C(=O)Nc1ccc(N2CCN(C)CC2)c(F)c1	-19.2	-4.6	-3.2	-4.0	0.0
3	O=S(=O)(/N=C(/Nc1ccc(Cl)c(S(=O)(=O)Nc2ccccc2Cl)c1)c1ccc(F)cc1)c1ccccc1	/	14.2&12.5	25.7	17.2&16.0	0.4&-0.1
4	CN(C(=O)COC(=O)c1cc(-c2ccc(Cl)s2)nc2ccccc12)C1CCS(=O)(=O)C1 (stereo not given)	-22.2	5.9	3.3	-11.4	5.4
5	CC(NC(=O)c1ccc(C(C)(C)C)cc1)C(c1cccs1)N1CCOCC1 (stereo not given)	-8.3	26.9	-2.1	-7.9	0.9
6	COc1ccc(-n2c(SCC(=O)N3CCN(c4ccccc4)CC3)nc3c(c2=O)SCC3)cc1	-1.4	5.0	31.5	10.8	0.6
7	COc1ccc(S(=O)(=O)CCC(=O)NCCc2ccc(Cl)cc2)cc1	-11.4	1.3	8.3	9.1	-0.8
8	N=c1nc(-c2ccccc2)ccn1O	-7.5	1.0	12.0	10.7	/
9	CCC(CC)c1nnc(NC(=O)c2ccc3c(c2)OCO3)s1	2.9	-1.0	31.7	9.1	-3.3
10	NCCc1c[nH]c2ccc(C(N)=O)cc12	-9.9	-1.2	/	10.4	-1.4
11	O=C(Nc1ncc(Cc2cccc(Cl)c2)s1)c1cccs1	-18.9	-9.9	23.7	6.3	-1.0
12	CCCc1cc(=O)[nH]c(SCC(=O)NCCC2=CCCCC2)n1	7.4	4.7	-2.7	1.5	0.1
13	COc1ccc(C(=O)/C=C/NCc2ccc(F)cc2)cc1OC	-7.8	-7.9	22.4	-2.6	/
14	O=C(NCc1ccc2c(c1)OCO2)C1CC(c2ccc(Cl)c(Cl)c2)=NO1 (stereo not given)	-8.8	-9.8	23.1	-0.3	0.0
15	O=C(Nc1ccc(Br)cc1)C1CCCN(C2=NS(=O)(=O)c3ccccc32)C1 (stereo not given)	-3.8	-1.7	/	7.0	-0.9

item	TcdB GH inh	BH1578 lux ind	PfHsp40 rescue	Anthrax LF prot	SARS 3CLpro inh
1	0.7	i	/	-2.9	/
2	/	-1.1	1.4	0.2	-7.0
3	2.4&0.8	-0.5	1.1&1.4	-6.0&-1.0	5.8
4	0.9	i	-0.1	-0.4	0.8
5	1.2	0.1	1.9	-2.6	-2.8
6	-1.8	i	-0.7	4.5	-1.5
7	-6.1	i	-0.4	-3.6	-1.3
8	/	-1.7	0.3	/	1.4
9	0.5	i	-1.9	-13.6	-1.5
10	0.7	i	-1.0	-7.1	/
11	/	i	-0.4	-3.1	0.8
12	0.0	-0.2	0.0	-0.2	-3.9
13	0.8	i	1.0	/	-3.3
14	/	-6.2	-1.1	-2.3	-1.1
15	1.9	i	-1.0	-12.8	/

# Compound profiles, from the list above.
# `O=C(Nc1ccc(Br)cc1)C1CCCN(C2=NS(=O)(=O)c3ccccc32)C1` (stereo not given) across the screens: PriA SSB inh: -3.8; Y pestis TopoI: -1.7; DUSP3 inh: /; CCHFV vOTU inh: 7.0; BoNT-A LC inh2: -0.9; TcdB GH inh: 1.9; BH1578 lux ind: i; PfHsp40 rescue: -1.0; Anthrax LF prot: -12.8; SARS 3CLpro inh: /
# `COc1ccc(C(=O)/C=C/NCc2ccc(F)cc2)cc1OC` across the screens: PriA SSB inh: -7.8; Y pestis TopoI: -7.9; DUSP3 inh: 22.4; CCHFV vOTU inh: -2.6; BoNT-A LC inh2: /; TcdB GH inh: 0.8; BH1578 lux ind: i; PfHsp40 rescue: 1.0; Anthrax LF prot: /; SARS 3CLpro inh: -3.3

# Carrying on:
item	canonical_smiles	PriA SSB inh	Y pestis TopoI	DUSP3 inh	CCHFV vOTU inh	BoNT-A LC inh2
16	Fc1ccc(Cn2cccc2C2=NC(c3ccccc3)CO2)cc1 (stereo not given)	-16.8	-1.7	3.6	0.1	0.2
17	Cc1ccccc1Nc1c([N+](=O)[O-])ccc2c1=NC1(CCCCC1)N=2	27.5	-2.1	21.4	14.1	1.4
18	Cc1ccccc1NC(=O)CCC(=O)N/N=C/c1ccncc1	/	0.7	/	7.1	-0.5
19	C#CCOCCOCCOCCNc1nc(N2CCN(C(=O)Cn3cc(CCO)nn3)CC2)nc(N2CCN(C(=O)[C@H]([C@@H](C)O)n3cc(CCCCN)nn3)CC2)n1	-4.8	16.4	0.9	7.5	-0.4
20	Cc1cc(C)nc(-n2ncc3c2CCCC3=O)n1	-9.0	4.0	3.0	2.2	-0.4
21	Cc1csc(-c2cc(C(=O)NCc3ccc(F)cc3)n[nH]2)c1	/	-3.7	/	2.2	-0.3
22	COCCCN1C(=O)C(=O)/C(=C(/O)c2ccc(S(=O)(=O)N3CCCCC3)cc2)C1c1ccc(F)cc1 (stereo not given)	/	5.1	-5.0	10.8	-0.5
23	O=C(NCCN1CCOCC1)C1CC(=O)N(c2ccc(F)c(Cl)c2)C1 (stereo not given)	2.4	17.3	23.5	-13.0	-0.8
24	CCOC(=O)c1oc2cccc(O)c2c1C	-6.8	5.2	-28.9	4.2	0.3
25	Cc1nnc(SCC(=O)NC2CCCCC2)s1	-15.5	1.8	15.5	5.6	0.4
26	O=C(Nc1cnn(Cc2ccc(F)cc2)c1)c1cnn2c(C(F)F)cc(-c3ccccc3)nc12	7.1	0.7	24.5	1.6	0.2
27	CCCCC1(Br)C(=O)N(c2ccccc2)N(c2ccccc2)C1=O	14.1	-0.9	/	11.2	-2.1
28	COCCN(C(=O)c1cc2c(s1)CCCCC2)c1c(N)n(CC(C)C)c(=O)[nH]c1=O	-3.3	-3.5	/	9.7	-1.6
29	CCCCc1nnc(NC(=O)Cc2ccc(S(=O)(=O)N3CCOCC3)s2)s1	2.8	5.9	/	1.3	/
30	O=C(COC(=O)c1ccc[nH]c1=O)NC1CCCCCCC1	-2.7	5.9	12.5	-12.2	0.3

item	TcdB GH inh	BH1578 lux ind	PfHsp40 rescue	Anthrax LF prot	SARS 3CLpro inh
16	1.5	-0.5	1.3	-0.6	7.8
17	-0.2	-0.2	-0.1	-5.2	-1.6
18	0.5	-4.2	0.2	-6.9	/
19	0.2	i	0.0	-0.5	-2.8
20	0.9	2.0	-1.6	0.4	-0.3
21	0.5	-0.4	/	-0.7	/
22	0.1	i	-0.2	2.6	7.2
23	/	i	-1.4	-1.9	0.3
24	/	-0.4	-0.6	-1.1	-3.9
25	0.8	-1.1	-0.7	0.5	2.0
26	1.2	-0.4	-0.3	2.3	2.3
27	0.5	i	0.5	0.0	/
28	0.8	-1.4	0.0	-2.7	/
29	0.8	0.3	-1.6	/	/
30	0.3	-0.4	0.4	2.1	-1.6

# (cont.)
item	canonical_smiles	PriA SSB inh	Y pestis TopoI	DUSP3 inh	CCHFV vOTU inh	BoNT-A LC inh2
31	OC(c1ccc(Cl)c(Cl)c1)c1ncc(-c2ccc(Cl)cc2)[nH]1 (stereo not given)	/	-17.9	/	7.4	-0.8
32	COc1ccc(C(C#N)=Cc2ccc(OC)c(OC)c2)cc1	/	34.0	/	15.0	-0.3
33	COc1ccc(-c2c(C(F)(F)F)nn(C)c2NC(=O)c2ccco2)cc1	-8.4	-3.9	12.5	-16.6	-0.4
34	COc1ccc(/C=C2\N=C3CCCCCN3C2=O)cc1	-9.6	-1.4	29.7	2.6	-0.2
35	C/C(=N\NC(=O)CNc1cccc2ccccc12)c1ccccc1	/	-8.5	4.8	-42.1	-0.4
36	CC(C)(C)OC(=O)C[C@H]1C/C=C\C[C@@H](CC(=O)N[C@H](CO)Cc2ccccc2)C(=O)N2CCC[C@H]2COC1=O	/	13.5	/	-0.4	-0.2
37	COc1cccc(Nc2ccc([N+](=O)[O-])c3nonc23)c1	16.0	-1.7	37.2	8.0	0.6
38	Cc1cc2ncn(C(=O)N3CCCC3)c2cc1C	-27.3	-5.8	3.3	5.6	-0.1
39	COc1ccc(Br)cc1CN(C)C(=O)c1ccccc1SCC(=O)N1CCCC1	2.0	15.6	/	-2.0	4.2
40	O=C(CSc1nnc(Cc2ccccc2)o1)NCc1ccco1	2.0	-4.0	16.1	1.1	1.1
41	CC(C)(C)Cc1nnc(NS(=O)(=O)c2ccccc2)s1	-5.0	17.2	14.7	4.3	-0.4
42	Cc1cccc(NC2=NCCCS2)c1	-1.3	-12.0	25.7	-7.9	/
43	Cc1ccc(-n2ccc(=O)c(C(=O)Nc3ccc(S(=O)(=O)Nc4onc(C)c4C)cc3)n2)cc1	0.9	-2.3	-8.2	17.2	0.9
44	COc1cc(OC)cc(C(=O)NCC(=O)NC(C)c2ccccc2)c1 (stereo not given)	-0.8	0.0	17.2	4.2	0.2
45	CC(=O)Nc1ccc(-c2csc(NCc3ccccc3)n2)cc1	1.8	17.6	9.5	2.4	-1.0

item	TcdB GH inh	BH1578 lux ind	PfHsp40 rescue	Anthrax LF prot	SARS 3CLpro inh
31	0.2	0.3	/	-4.6	/
32	1.5	i	/	0.7	/
33	0.0	0.6	0.0	0.0	-1.6
34	-0.1	i	0.7	-1.0	0.2
35	-1.9	-0.2	-0.4	2.3	2.9
36	0.7	-0.5	0.6	8.9	/
37	2.2	-0.2	-0.4	6.0	1.9
38	/	i	-0.8	-1.7	2.3
39	1.3	-0.9	0.9	-0.4	/
40	1.2	i	0.7	-8.7	7.3
41	3.0	-0.1	2.1	-1.6	-4.0
42	0.9	i	/	/	2.0
43	-1.1	i	0.4	1.0	9.9
44	-3.6	-0.9	0.5	9.4	-1.3
45	0.1	-0.2	0.5	-6.9	-2.4

# The list continues.
item	canonical_smiles	PriA SSB inh	Y pestis TopoI	DUSP3 inh	CCHFV vOTU inh	BoNT-A LC inh2
46	CN(Cc1cn(-c2ccccc2)nc1-c1ccc(F)cc1)C(=O)CCC(=O)O	-4.5	4.4	-4.5	4.2	-0.2
47	CCOc1ccccc1NC(=O)c1c(Br)cnn1C	-17.1	9.3	-9.9	0.9	-0.1
48	Cc1cc(C)n(C(=O)CN2C(=O)COc3ccccc32)n1	-12.0	-9.5	8.6	-19.8	-0.3
49	O=C(COC(=O)CCc1nc2ccccc2c(=O)[nH]1)Nc1ccccc1OC(F)F	-3.4	-1.3	/	13.2	-2.2
50	O=C(Nc1ccc(-c2cn3ccsc3n2)cc1)C1CCCC1	-3.3	5.7	27.4	7.8	-0.7
51	Cc1ccc2c(C(=O)CN3CCCCC3)c(C)[nH]c2c1	-11.8	-0.2	13.9	-13.2	2.7
52	O=C(O)CC1c2ccccc2S(=O)(=O)N1Cc1ccccc1 (stereo not given)	0.0	0.4	-4.1	-7.4	-0.1
53	CC1CCN(S(=O)(=O)c2cccc(C(=O)N(Cc3ccccc3)c3ccccn3)c2)CC1	-8.6	11.7	35.3	6.4	-0.4

item	TcdB GH inh	BH1578 lux ind	PfHsp40 rescue	Anthrax LF prot	SARS 3CLpro inh
46	0.4	1.1	0.5	-1.7	-1.3
47	/	-0.6	1.5	-1.0	-3.2
48	/	i	-0.6	-2.9	0.2
49	0.7	i	-0.2	2.0	/
50	/	/	0.3	-1.6	-0.6
51	0.4	-1.2	-0.9	-10.8	0.6
52	1.5	-0.3	-1.0	-4.9	/
53	2.7	i	1.3	3.7	0.0
